Screening data (PubChem BioAssay)
ATXN viability: reduces viability in counter-screen for ATXN expression inhibitors | S2 cells (HEK-293 line with an ATXN2-luciferase reporter) viability, CellTiter-Fluor protease fluorescence, 24 h | Potency, µM (doses to about 56.7 µM), usual class: cytotoxic | actives 0.49% (n = 400,000) | AID 651635; further: potency means the concentration at half of the fitted maximal effect; nearly all actives have a fitted effect of over 40% in size
SW480 rerep: inducers of DNA re-replication in SW480 colon cancer cells; SW480 DNA re-replication, Hoechst DNA content imaging, 48 h; Potency, µM (titrated, usually from 46.1 µM), without a hit: at the highest dose re-replication activation, actives largely listed as activators; actives 1.8% (n = 340,000); further: potency means the concentration at half of the fitted maximal effect; % of control where 0% means no effect; nearly all actives have a fitted effect of over 55% in size
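Compounds, transferred as 23 nL by pin tool, were incubated with cells for 48 hr; DNA content per nucleus was then quantified by Hoechst staining and fluorescence plate imaging.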
KB-3-1 tox: KB-3-1 parental cell cytotoxicity; KB-3-1 viability, CellTiter-Glo ATP luminescence, 72 h; Potency, µM (top dose mostly 46.1 µM), inactives show at the highest dose activity change, negative = cytotoxic, usual class: cytotoxic; actives 1.4% (n = 400,000); AID 1347075; further: potency means the concentration at half of the fitted maximal effect; on the % scale 0 is the no-effect control and ±100 the full control effect; nearly all actives have a fitted effect of over 60% in size
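Luminescent ATP read-out (CellTiter-Glo) measures survival of drug-naive KB-3-1 cells after 72 h compound exposure at 37 °C. Titration series was screened from lowest to highest concentration, with DMSO vehicle plates as background controls.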
IL1B secr inh: inhibitors of inflammasome signaling (IL-1 beta secretion). activity change, % at 57.5 µM. AID 743279. actives 4.7% (n = 360,000). THP-1 LPS/ATP IL-1B secretion, AlphaLISA, 16 h; hits give low values; in the data active means activity change below about -50%; inconclusive means mostly about -30% to -49%; further: on the % scale 0 is the no-effect control and ±100 the full control effect
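Secreted IL-1B measured by AlphaLISA bead assay after 16 h compound exposure of THP-1 cells; compounds (final up to 57.5 uM) added 1 h before LPS (250 ng/mL) and ATP (1.25 mM) stimulation; lower signal means less secretion.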
ATXN2 expr inh: inhibitors of ATXN2 expression. actives 0.72% (n = 360,000). Potency, µM (series often up to 57 µM), inactives show top-dose activity change, negative = inhibition, actives largely listed as inhibitors. HEK-293 ATXN2-luciferase reporter, luminescence, 24 h; further: potency means the concentration at half of the fitted maximal effect; on the % scale 0 is the no-effect control and ±100 the full control effect; nearly all actives have a fitted effect of over 55% in size
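qHTS (up to 57 uM final) was run with 24 h compound exposure of reporter cells at 37 °C. Each well was multiplexed: SteadyGlo luminescence measured ATXN2-luciferase expression after a fluorogenic Gly-Phe-AFC viability readout (25 uM final).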
MCF10A rerep: induces DNA re-replication in MCF 10a normal breast cells | actives 2.9% (n = 350,000) | Potency, µM (titrated, usually from 46.1 µM), for the others: at the top dose activity, positive = re-replication, most hits filed as activators | AID 624296 | MCF 10A DNA re-replication, Hoechst nuclear intensity, 48 h; further: potency means the concentration at half of the fitted maximal effect; % of control where 0% means no effect; nearly all actives have a fitted effect of over 50% in size
KB-V1 cytotox: kills drug-selected multidrug resistant KB-V1 cells. KB-V1 MDR cells viability, CellTiter-Glo, 72 h. AID 1347076. Potency, µM (doses to about 46.1 µM), without a hit: at the top dose activity change, negative = cytotoxicity, actives largely listed as cytotoxic. actives 3.4% (n = 400,000); further: potency means the concentration at half of the fitted maximal effect; on the % scale 0 is the no-effect control and ±100 the full control effect; nearly all actives have a fitted effect of over 60% in size
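Cytotoxicity toward P-gp-expressing KB-V1 cells was determined as loss of CellTiter-Glo luminescence after 72 h at 37 degrees C. Compounds were tested in quantitative HTS format across a concentration range, with curves fitted to normalized data.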
HT1080 IDH1KD tx: HT-1080 IDH1 knockdown cell toxicity (counter line). HT-1080 IDH1 knockdown viability, ATP luminescence, 48 h. Potency, µM (highest dose often 46.1 µM), for the others: top-dose activity, negative = toxicity, usual class: cytotoxic. actives 2% (n = 360,000). AID 686971;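 further: potency means the concentration at half of the fitted maximal effect; 0% = DMSO wells and -100% = cell-free medium wells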
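Assay cells: HT-1080 with IDH1 knockdown, 750 per well, RPMI/5% FBS. Exposure: 48 h at 37 °C following 2 h pre-incubation. Read: CellTiter-Glo luminescence; fitted concentration-response, curve class assigned.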
HT1080NT lethal: kills 2HG-producing HT-1080-NT fibrosarcoma cells. HT-1080-NT fibrosarcoma viability, CellTiter-Glo ATP luminescence, 48 h. Potency, µM (series often up to 46.1 µM), inactives show top-dose activity, negative = less viability, most hits filed as cytotoxic. actives 1.6% (n = 360,000). AID 686970;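 further: NT is the 2HG producing partner of a matched IDH1 knockdown line; potency means the concentration at half of the fitted maximal effect; 0% = DMSO-treated cells and -100% = media-only wells without cells; nearly all actives have a fitted effect of over 55% in size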
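Compounds were tested in concentration-response format on HT-1080-NT cells for 48 hours at 37 degrees C. Cell viability came from CellTiter-Glo luminescence; curves were classified by r2, response magnitude and activity.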
* = called active by the depositor; i = inactive; ? = inconclusive; nt = no result given; [ ] = dose if it differs, or a comment. Unless noted, the call rests on the fitted dose curve; in most records, active means well fitted curve in the direction sought with a large enough effect; inconclusive means small, poorly fitted or top-dose-only effect, or another doubt; inactive means no such curve, though single readings can be large; an effect the other way counts as inactive or inconclusive.

Sequence of screens: ATXN viability, SW480 rerep, KB-3-1 tox, IL1B secr inh, ATXN2 expr inh, MCF10A rerep, KB-V1 cytotox, HT1080 IDH1KD tx, HT1080NT lethal
COc1ccccc1CNC(=O)[C@@H](NC(=O)C1CCN(C(=O)[C@@H]2CCCN2C(=O)OC(C)(C)C)CC1)C(C)C
    i, -1%, 0%, -7, 1%, 14%, 0%, 3%, 11%
COc1ccc2oc(=O)c(/C(C)=N/Nc3ccccc3)cc2c1
    ?, ?, -2%, 4, nt, ?, -15%, -3%, -9%
CCOc1ccc(NC(=O)CN(C)C(=O)c2ccc3c(c2)S(=O)(=O)N=C2CCCCCN23)cc1OCC
    i, -20%, 27%, -14, 5%, -1%, 23%, 5%, 13%
Cc1ccc(NS(=O)(=O)c2cc(C(=O)O)ccc2Cl)c(C)c1
    ?, 1%, -10%, 14, 2%, 3%, 10%, 1%, 5%
Cc1cc(C)cc(Cn2c3ccc(NC(=O)NCc4ccccc4)cc3c(=O)n2C)c1
    i, nt, 0%, -20, 11%, nt, 2%, 7%, -2%
CCc1nnc(NC(=O)Cc2ccc(OC)c(S(=O)(=O)N3CCOCC3)c2)s1
    ?, nt, 7%, 30, nt, nt, 4%, 4%, 5%
Cc1cc(C)n2nc(SCCCC(=O)c3ccccc3)nc2n1
    i, -3%, 4%, 17, 4%, 0%, ?, 8%, -1%
CCOCCCNC(=O)CN1CCN(Cc2ccc(Cl)cc2)C1=O
    i, -1%, 4%, 27, 14%, -20%, 22%, 20%, 14%
CC1CCN(C(=O)c2ccc(S(=O)(=O)N3CCOCC3)cc2)CC1
    i, -3%, -5%, -15, 12%, 1%, 10%, 11%, 8%
CCOC(=O)CSc1ccccn1
    ?, -12%, 0%, 4, nt, 3%, 4%, 11%, 3%
COc1cccc(CN2C(=O)c3ccccc3C2C(=O)NCCc2ccccc2)c1 (stereo not given)
    ?, nt, 4%, nt, -1%, nt, 12%, nt, nt
CC(Nc1nc(-c2ccc(F)cc2)cs1)c1nc2cc(C(F)(F)F)ccc2n1CCCO (stereo not given)
    nt, 19%, ?, -29, ?, ?, 18%, -15%, -28%
CS(=O)(=O)N(CCc1ccccc1)CC(=O)Nc1ccc2c(c1)OCO2
    i, 0%, -7%, -3, -2%, 9%, -18%, -11%, -9%
CCOc1ccc(NC(=O)CCN2C(=O)CSc3ccccc32)cc1
    ?, -16%, 25%, ?, -3%, ?, ?, 17%, 6%
Nc1[nH]ncc1-c1ccc(Cl)cc1
    i, 0%, -11%, -1, 8%, -3%, -18%, -16%, -8%
c1ccc2c(-c3nnc4n3CCCCC4)cc(-c3ccncc3)nc2c1
    i, -5%, 2%, -7, 6%, 6%, 1%, 12%, 9%
Cc1cnc(C(=O)N2CCCC(C(=O)c3ccc(Cl)cc3C)C2)cn1 (stereo not given)
    i, 4%, 0%, 80, -8%, 6%, ?, 5%, -7%
O=C(c1ccco1)N1CCN(S(=O)(=O)Cc2ccccc2Cl)CC1
    i, -11%, ?, -6, 2%, 8%, 7%, 12%, -12%
Cc1ccc(OCC(=O)N/N=C/c2ccncc2)cc1C
    i, -6%, 3%, -8, 4%, 5%, 25%, 0%, 25%
Cc1nc(-c2nc(C(=O)NNS(C)(=O)=O)cs2)cs1
    ?, -4%, 27%, 19, 1%, 1%, -6%, 6%, 0%
COc1[nH]c2ccc(F)cc2c1C(=O)OCC1CCN(CCNS(C)(=O)=O)CC1
    i, -48%[inhibitor], 0%, -6, 1%, 18%, 19%, -3%, -2%
CS(=O)(=O)CCC(C(=O)OCc1ccc(Br)cc1)N1C(=O)c2ccccc2C1=O (stereo not given)
    i, -2%, -2%, 17, 4%, -9%, -3%, 2%, -4%
O=C(CCN1c2ccccc2Sc2ccccc21)OCC(=O)N1CCN(C(=O)c2ccco2)CC1
    i, 0%, -1%, 6, 0%, -2%, 10%, 7%, 3%
C=C1C[C@@H]2C[C@@H]2CN(S(=O)(=O)c2ccc(C)cc2)[C@@H]1COCc1ccccc1
    i, nt, ?, 3, -8%, nt, ?, ?, -26%
CCC(CC)CN1CCC(CN2C(=S)NC[C@@H]2[C@@H](C)CC)CC1
    i, -2%, 3%, -2, 1%, 9%, 0%, 8%, 4%
COc1ccc2c(c1)C(c1cccs1)=NNC(c1ccncc1)=N2
    i, ?, -41%, -25, 11%, -2%, -21%, 0%, 0%
COC(=O)C(C)N1C(=O)S/C(=C/c2cc(C)n(C(C)C)c2C)C1=O (stereo not given)
    i, 19%, ?, -12, 4%, 27%, 4.1µM*, -4%, 1%
CCOc1ccc(C2C(C(=O)OC)=C(C)NC3=C2C(=O)c2ccccc23)cc1OC (stereo not given)
    i, nt, 12%, nt, -19%, nt, 0%, nt, nt
CN(CC(=O)Nc1ccc(Cl)c(Cl)c1)C(=O)CN1C(=O)NC2(CCCC2)C1=O
    i, -43%, -6%, 19, -2%, 1%, 21%, -29%, -21%
Cc1cc(/N=C/C=C2/N(C)c3ccccc3C2(C)C)n(CCC#N)n1
    nt, ?, ?, ?, ?, ?, ?, ?, -26%

Rewritten as tab-separated lines: 5 of the compounds above.
canonical_smiles	ATXN viability	SW480 rerep	KB-3-1 tox	IL1B secr inh	ATXN2 expr inh	MCF10A rerep	KB-V1 cytotox	HT1080 IDH1KD tx	HT1080NT lethal
CCC(CC)CN1CCC(CN2C(=S)NC[C@@H]2[C@@H](C)CC)CC1	i	-2%	3%	-2	1%	9%	0%	8%	4%
COc1ccc2c(c1)C(c1cccs1)=NNC(c1ccncc1)=N2	i	?	-41%	-25	11%	-2%	-21%	0%	0%
COC(=O)C(C)N1C(=O)S/C(=C/c2cc(C)n(C(C)C)c2C)C1=O (stereo not given)	i	19%	?	-12	4%	27%	4.1µM*	-4%	1%
CCOc1ccc(C2C(C(=O)OC)=C(C)NC3=C2C(=O)c2ccccc23)cc1OC (stereo not given)	i	nt	12%	nt	-19%	nt	0%	nt	nt
CN(CC(=O)Nc1ccc(Cl)c(Cl)c1)C(=O)CN1C(=O)NC2(CCCC2)C1=O	i	-43%	-6%	19	-2%	1%	21%	-29%	-21%

Carrying on:
Sequence of screens: ATXN viability, SW480 rerep, KB-3-1 tox, IL1B secr inh, ATXN2 expr inh, MCF10A rerep, KB-V1 cytotox, HT1080 IDH1KD tx, HT1080NT lethal
CCOC(=O)c1c(C)n(C)c2ccc(OC)c([N+](=O)[O-])c12
    i, 16%, 1%, 8, nt, 19%, 6%, 2%, 3%
COc1ccc(C(=O)N2CCN(Cc3ccc4c(c3)OCO4)CC2)cc1[N+](=O)[O-]
    ?, -10%, ?, -1, ?, 4%, -22%, -29%, 0%
COc1cc(C(C)=O)ccc1OCC(O)CNCC1(N2CCCCC2)CCCCC1 (stereo not given)
    nt, -9%, -4%, 3, nt, 0%, 7%, 1%, 4%
Cc1nn(CCC(=O)NCCc2ccccc2Cl)c(=O)c2nn(-c3ccccc3)c(C)c12
    i, -11%, -12%, -5, -11%, 1%, -2%, 11%, -1%
COc1ccc(OC)c(N2Cc3cc(C)c(C)cc3C2)c1
    ?, -2%, 0%, -1, 22%, 6%, -10%, 3%, -7%
COc1cccc(-n2c(=O)c3sc4ccccc4c3n(CC(=O)Nc3ccc(F)cc3F)c2=O)c1
    ?, nt, -1%, nt, -27%, nt, -2%, nt, nt
CCOc1ccc(N(C)S(=O)(=O)c2ccc(C)c(C(=O)N3CCN(Cc4ccc5c(c4)OCO5)CC3)c2)cc1
    ?, 22%, ?, -89*, ?, ?, -4%, -14%, -5%
COc1cccc(NC(=O)CCNS(=O)(=O)c2ccc3c(c2)CC(C)N3C(=O)C2CC2)c1 (stereo not given)
    i, 7%, -6%, 33, -10%, 0%, 30%, -2%, -1%
CCC(=O)N1CCc2cc(Br)cc(S(=O)(=O)N3CCCC(C(=O)Nc4ccc(C)c(F)c4)C3)c21 (stereo not given)
    i, nt, 0%, nt, -14%, nt, -18%, nt, nt
O=Cc1cc(N=Nc2ccc(S(=O)(=O)O)cc2)ccc1O
    ?, -7%, 9%, 4, -11%, 0%, 15%, 18%, 5%
CCC(c1nnnn1C(C)(C)C)N1CCN(C2CCCC2)CC1 (stereo not given)
    ?, 1%, 10%, 1, 7%, -16%, -4%, 13%, 9%
Cc1ccc(C(=O)Nc2cccnc2)cc1S(=O)(=O)N1CCCCC1
    i, 1%, -1%, 26, 0%, 1%, ?, -23%, 1%
CC(C)c1ccc(N(CC(=O)N/N=C/c2ccc(OC3CSC3)cc2)S(=O)(=O)c2ccccc2)cc1
    i, 5%, 3%, -26, -15%, 7%, 3%, 0%, -3%
Cc1ccc(C)c(NC(=O)c2ccccc2NS(=O)(=O)c2cc([N+](=O)[O-])ccc2C)c1
    i, -14%, 21µM*, ?, ?, 14%, 4%, 13µM*, 10µM*
Cc1[nH][nH]c(=O)c1C(c1ccccc1[N+](=O)[O-])C(C#N)C#N (stereo not given)
    ?, -31%[inhibitor], 6%, -146*, 30%, -16%, 5%, -8%, -13%
Cc1ccc(S(=O)(=O)N/N=C/c2cc(Br)ccc2O)cc1
    i, -4%, -3%, 22, 15%, ?, -2%, -27%, -29%
COc1cc(NC(=S)N2CCN(c3ccccn3)CC2)c(OC)cc1Cl
    i, -69%[inhibitor], 2%, -4, -1%, -5%, 18µM*, -3%, 0%
O=C(N/C(=C/c1ccccc1Cl)C(=O)N1CCCCC1)c1ccco1
    i, -2%, nt, -16, 5%, 0%, nt, 11%, -1%

Hits appear at their usual frequency; about 11% have a hit in one of these screens.
